MT1-MMP act inh: MT1-MMP (human) activation inhibition; P50281; HT1080 RFP-PRO-GFP cells, GFP/RFP ratio fluorescence, overnight; percent of plate control window, DMSO zero; GFP/RFP ratio change, % at 20 µM; actives 0.061% (n = 360,000);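 active = GFP/RFP ratio change of at least 30% with cell ATP level not reduced by more than half and red fluorescence within 50% of control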; note: strong numbers were not always called active
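Assay system: HT1080 RFP-PRO-GFP cells | Dosing: 20 µM single dose, 1% DMSO | Incubation: Cells overnight before dosing, compound overnight, 37 °C, 5% CO2 | Evaluation: GFP/RFP fluorescence ratio | Control set: DMSO-only wells and HT1080 RFP-L50D-GFP cell wells as references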
SKN-1 block: C. elegans SKN-1 inhibition; C. elegans VP596 Pgst-4::GFP/RFP ratio, acrylamide-induced, 24 h; inhibition, % at 21.8 µM; actives 0.49% (n = 360,000);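 active = interference check ratio from 0.5 to 1.5 plus GFP to RFP signal ratio inhibition reaching or exceeding a fixed threshold, cut at about 30% in these data, passing the limit was not always enough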; note: some compounds called inactive have numbers as strong as hits
CSN deneddyl inh: blocks human CSN-mediated cullin deneddylation; Q92905; Purified CSN, SCF-Nedd8-OG deneddylation, fluorescence polarization; inhibition, % at 12.5 µM; actives 0.38% (n = 360,000);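 active = pattern-corrected inhibition above about 35%, with an unprinted fluorescence ratio check between 0.5 and 1.5, limit read from the data, passing the limit was not always enough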;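 note: 0% = enzyme with substrate and 100% = substrate without enzyme; some results filed as inactive read as strong as hits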
Target sequence (Q92905 whole entry, looked up, one chain of several): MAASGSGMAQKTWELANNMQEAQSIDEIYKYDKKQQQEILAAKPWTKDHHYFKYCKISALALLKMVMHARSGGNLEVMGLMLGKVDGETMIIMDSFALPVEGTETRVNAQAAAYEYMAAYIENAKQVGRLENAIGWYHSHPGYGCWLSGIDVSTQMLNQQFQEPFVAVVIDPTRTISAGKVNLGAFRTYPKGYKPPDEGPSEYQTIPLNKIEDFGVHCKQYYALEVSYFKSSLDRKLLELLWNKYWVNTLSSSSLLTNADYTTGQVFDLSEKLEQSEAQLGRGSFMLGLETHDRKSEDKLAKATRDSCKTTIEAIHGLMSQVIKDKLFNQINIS
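Schedule: reaction 90 min, room temperature / Assay system: HEK293T-derived human Csn5 enzyme / Input: Csn5 at 0.24 nM final / Measure: inhibition of Csn5 cleavage, % / Control set: substrate-only high control, full reaction low control / Technique: fluorescence polarization of the substrate / Buffer or medium: Tris/NaCl/DTT buffer, pH 7.5 / Reagent: SCFSkp2-Nedd8OG substrate at 10 nM final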
PABP1 MLLE inh: inhibitors of microRNA-mediated deadenylation, human PABP1 MLLE binding; inhibition, % at 20 µM; actives 0.36% (n = 360,000); AID 588489; GST-MLLE / FITC-PAM2 fluorescence polarization; P11940; in the data active = inhibition above about 35%, passing the limit was not always enough;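 note: plate controls were DMSO wells with GST-MLLE for no effect and wells lacking GST-MLLE protein for full effect; some results filed as inactive read as strong as hits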
Target sequence (P11940 whole entry, looked up): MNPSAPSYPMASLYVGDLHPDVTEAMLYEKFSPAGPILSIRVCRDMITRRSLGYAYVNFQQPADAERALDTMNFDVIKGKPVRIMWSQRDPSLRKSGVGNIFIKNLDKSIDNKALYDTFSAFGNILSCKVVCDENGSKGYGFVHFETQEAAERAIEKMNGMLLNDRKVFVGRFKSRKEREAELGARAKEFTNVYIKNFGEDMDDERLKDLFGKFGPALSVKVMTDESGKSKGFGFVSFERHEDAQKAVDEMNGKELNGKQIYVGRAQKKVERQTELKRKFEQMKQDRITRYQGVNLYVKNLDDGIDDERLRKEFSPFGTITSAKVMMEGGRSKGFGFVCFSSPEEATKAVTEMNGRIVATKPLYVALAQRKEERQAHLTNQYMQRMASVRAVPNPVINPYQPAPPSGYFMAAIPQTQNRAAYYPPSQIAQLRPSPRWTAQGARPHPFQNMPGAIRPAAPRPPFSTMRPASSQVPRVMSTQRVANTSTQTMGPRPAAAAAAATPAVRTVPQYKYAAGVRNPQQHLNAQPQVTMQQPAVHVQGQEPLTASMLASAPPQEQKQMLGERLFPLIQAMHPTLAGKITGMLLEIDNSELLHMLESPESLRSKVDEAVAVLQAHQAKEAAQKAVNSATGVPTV
Rpn11 block: inhibitors of human proteasome Rpn11; actives 0.59% (n = 360,000); O00487; AID 588493; human 26S proteasome, Ub4-pepOG fluorescence polarization; 20S core pre-blocked with epoxomicin; calls only at 20 µM;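 active = inhibition at 20 µM, scaled to each plate's controls, above about 33%, limit read from the data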
NadD inh: inhibitors of Staphylococcus aureus NadD; purified NadD enzyme, colorimetric absorbance read-out; AID 602399; actives 0.78% (n = 360,000); inhibition, % at 20 µM; in the data active = inhibition above about 26%; note: some compounds past the cut are filed as inactive
FAS TE block: blocks the thioesterase domain of human fatty acid synthase; actives 0.67% (n = 360,000); AID 602261; P49327; recombinant FAS-TE, OMFH fluorogenic substrate, fluorescence endpoint; inhibition, % at 15 µM;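 active = compounds whose normalised, plate-corrected inhibition of enzyme fluorescence in the single-dose primary screen is 50% or more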;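 note: 0% = DMSO with enzyme and 100% = substrate without enzyme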
Neddyl block: blocks human cullin neddylation. AID 651699. TR-FRET cullin neddylation, biochemical. actives 0.58% (n = 360,000). calls only at 25 µM; in the data active = inhibition above about 36%
Rin1-Abl PPI inh: blocks binding of human Rin1 to Abl; TR-FRET Rin1/Abl binding, biochemical; inhibition, % at 7.35 µM; actives 0.4% (n = 360,000); P00519+Q13671; in the data active = inhibition above about 5%, passing the limit was not always enough
Starred values were filed as active, the others as inactive; i = inactive; . = not tested or not shown.

SMILES	MT1-MMP act inh	SKN-1 block	CSN deneddyl inh	PABP1 MLLE inh	Rpn11 block	NadD inh	FAS TE block	Neddyl block	Rin1-Abl PPI inh
COc1cc(CNCc2ccccn2)ccc1OCc1cccc(Cl)c1	-1	0	-6	3	i	-9	-5	i	6
CC(=O)NC(Cc1cc(C)ccc1C)C(=O)N1CCN(C(=O)c2ccccc2Br)CC1 (stereo unspecified)	1	-2	0	11	i	5	-6	i	5
CCc1ccc(-c2n[nH]nc2C2=CC(=O)C[C@H](c3ccc(F)cc3)C2)cc1	-6	2	0	6	i	13	-98	i	-1
CN(C)CCNC(=O)c1c(NC(=O)c2ccccc2)sc2c1CCCC2	4	-7	0	0	i	-11	2	i	-4
CC(=O)N1N=C(c2cccc(Cl)c2)OC1c1cccc([N+](=O)[O-])c1 (stereo unspecified)	1	7	-3	-4	i	-7	39	i	-1
O=C(CN(C(=O)CCC(=O)Nc1nccs1)c1cccc(F)c1)NCc1ccc(F)cc1	3	-6	-1	7	i	-1	0	i	4
COc1ccc(NC(=O)C(c2ccc(C#N)cc2)n2c(=O)c(-c3ccco3)nc3ccccc32)cc1 (stereo unspecified)	3	22	9	.	.	.	.	i	.
CCCNC(=O)Cn1nc(C(F)(F)F)c2c1CCCC2	5	2	-3	4	i	4	-6	i	1
COc1ccc(-c2c(Sc3ccccc3)c3cc(-c4ccc(OC)c(F)c4)ccc3n2C)cc1	-7	7	8	.	.	5	23	i	.
O=C(CCCN1C(=O)c2ccccc2C1=O)NCCN1C(=O)S/C(=C\c2cccs2)C1=O	0	1	-6	-13	i	-2	-3	i	0
O=C(Nc1ccccc1Cl)c1cc(S(=O)(=O)N2CCCC(C(=O)O)C2)ccc1F (stereo unspecified)	-1	-28	-2	16	i	-3	-5	i	4
Cc1ccc(S(=O)(=O)Nc2ccccc2C(=O)N2CCCCC2)cc1	-4	11	2	0	i	2	-5	i	2
CCCOc1nc2c(c(=O)n(C)c(=O)n2C)n1CCC	-2	5	-2	-5	i	5	-8	i	1
CC(C)CC1NC(=O)N(CC(=O)Nc2ccccc2-c2ccccc2)C1=O (stereo unspecified)	-2	0	1	-8	i	-3	-3	i	-3
O=C(CC1NC(=O)NC1=O)Nc1ccccc1 (stereo unspecified)	4	-28	-1	3	i	1	-13	i	3
O=C(Nc1ccc(Cl)cc1)N1CCOC12CCC1(CC2)OCCO1	3	-3	-5	-1	i	1	-9	i	-1
CC(=O)Nc1ccc(N2C(=O)CSC2c2ccccc2)cc1 (stereo unspecified)	-1	-3	0	16	i	-2	-8	i	2
O=C(CN1C(=O)NC2(CCCCC2)C1=O)N1CCN(S(=O)(=O)c2ccc(F)cc2)CC1	-2	5	-4	9	i	0	-6	i	1
COc1ccc(C2Nc3ccccc3C(=O)N2NS(=O)(=O)c2ccccc2)cc1 (stereo unspecified)	-4	5	-14	12	i	0	4	i	1
Cc1c(C(=O)Nc2ccccc2)sc2nc3n(c(=O)c12)CCCCC3	3	14	-7	-5	i	2	-4	i	-1
COCCN(C(=O)CSc1nc2ccccc2c(=O)n1CCOC)c1c(N)n(Cc2ccccc2)c(=O)[nH]c1=O	-5	17	2	-56	i	2	-6	i	-1
COC(=O)CN1C(=O)S/C(=C/c2cc(C)n(C)c2C)C1=O	-1	-18	1	14	i	-5	-4	i	-4
CN(C)S(=O)(=O)c1cccc(-c2nnc(SCc3ccc4c(c3)OCCO4)o2)c1	-1	1	-1	-4	i	-1	-146	i	3
CCCC(=O)N(CCN1CCOCC1)c1nc2c(F)cc(F)cc2s1	-5	-7	2	-1	i	-5	8	i	-2
CCOC(=O)C1=C(CC)Nc2ccccc2N=C1NC(=O)c1cc(S(=O)(=O)N2CCOCC2)ccc1C	-7	13	2	4	i	1	6	i	2
COc1ccc(NC(=O)c2ccc(-c3ccccc3Cl)o2)cc1	5	11	-2	-8	i	-11	20	i	2
CC(CN1CCCCC1)OC(=O)c1ccccc1F (stereo unspecified)	-1	7	-3	20	i	-3	-10	i	1
CCCCCn1c(CN2CCCCC2C)nc2c1c(=O)n(C)c(=O)n2C (stereo unspecified)	0	8	0	-1	i	-4	6	i	1
Cc1cc(NC(=O)c2ccccc2)ncc1NC(=O)c1cccs1	4	6	2	-16	i	-1	-7	i	0
O=C(NC(=S)Nc1ccccc1Br)C1CC1	-5	-7	-6	21	i	-3	-6	i	2
CCCCn1nnnc1C(c1cc2ccccc2o1)N(CCC#N)Cc1ccccc1 (stereo unspecified)	-8	9	-2	.	.	7	22	i	.
Cc1noc(C)c1S(=O)(=O)N1CCCC(C(=O)Nc2cccnc2)C1 (stereo unspecified)	-2	0	-1	-1	i	-6	-6	i	1
CCOC(=O)C1=C(COC(=O)c2ncc(Cl)c(Cl)c2Cl)NC(=O)NC1C (stereo unspecified)	7	1	0	4	i	-1	6	i	1
Cc1cc(C)n(CC(=O)N2c3ccccc3Sc3ccccc32)n1	-3	-4	2	1	i	6	0	i	1
O=S(=O)(Nc1ccccc1N1CCOCC1)c1ccc(F)c(Cl)c1	2	8	0	0	i	-6	10	i	-1
O=C(CC(=O)c1ccccc1)Nc1cccc([N+](=O)[O-])c1	5	24	3	15	i	-2	31	i	-3
CCc1ccccc1NC(=O)C1CCCC1	2	-11	2	-11	i	-8	-4	i	2
C=CCN1CC(c2nc3ccccc3n2CCOc2ccccc2)CC1=O (stereo unspecified)	8	15	-5	-7	i	4	-2	i	1
CCCCN=C1SC(C(=O)Nc2sc3c(c2C(=O)OC)CCC3)C(N)=C1C(=O)N1CCOCC1 (stereo unspecified)	-7	12	6	-1	i	-1	-4	i	-4
Cc1onc(-c2ccccc2Cl)c1C(=O)N1CCCCC1C(=O)O (stereo unspecified)	0	-3	-9	-1	i	-3	-6	i	1
O[C@H]1CN(CC2CCCCC2)[C@@H](c2ccc(Cl)cc2)C[C@@H]1n1cc(C2CC2)nn1	-5	-9	1	-1	i	-2	25	i	0
CCN1/C(=C2\C(=O)N(c3ccccc3)N=C2C)C=Cc2cc(C)ccc21	-1	2	2	-125	i	4	-9	i	-3
COc1ccc(CCN(C)C(=O)CSc2nc3ccccc3c(=O)n2CC2CCCO2)cc1OC (stereo unspecified)	2	6	0	-15	i	-1	-1	i	-1
CCCC(=O)N(c1ccc(F)cc1)C1C=CS(=O)(=O)C1 (stereo unspecified)	3	9	-2	-16	i	-6	-10	i	-3
Nc1nc(Cl)cc(Oc2ccc(Cl)cc2)n1	3	-2	0	-9	i	-8	-2	i	-1
COc1ccc(CN2CCN(c3ncccn3)CC2)c(OC)c1	-1	0	0	11	i	1	-8	i	-1
O=C(O)COn1c(-c2ccccc2)nc2ccc(Cl)cc21	-3	10	1	-6	i	-4	-18	i	-3
COc1ccc(-n2c(O)c(C=NCc3ccccn3)c3ccccc3c2=O)c(OC)c1	3	-3	-1	6	i	-4	-1	i	1
COc1ccc(C(=O)Oc2cccnc2)cc1OC	0	-29	3	5	i	-1	-7	i	4
CC(C)c1ccc([C@@H]2O[C@H](C)CC3=C2C(=O)OC(C)(C)O3)cc1	-1	6	-4	.	.	0	3	i	.
Cc1cc(C)n(-c2ccc(C(=O)O)cc2[N+](=O)[O-])n1	-5	-4	-7	6	i	3	0	i	2
O=C(NC1CCCCC1)C(c1cccnc1)N(C(=O)CCl)c1ccccc1Cl (stereo unspecified)	-7	2	-7	7	i	1	-7	i	-1
O=C(C1=C[C@@H](c2csc3ccccc23)C[C@@H](OCCCCO)O1)N1CCN(Cc2ccc3c(c2)OCO3)CC1	-5	6	3	-2	i	-6	10	i	2
Cc1noc2ncnc(Sc3c(Cl)cccc3Cl)c12	-5	-15	3	8	i	-3	9	i	-5
Cc1cc(=O)[nH]c(S/C=C/c2ccccc2)n1	2	-4	1	15	i	-2	-6	i	-2
CN1CCC(CC(C(=O)N2CCCC2)(c2ccccc2)c2ccccc2)C1 (stereo unspecified)	-11	-9	3	12	i	-1	-1	i	1
O=C(c1ccncc1)N1CCN(S(=O)(=O)c2ccccc2F)CC1	2	17	3	6	i	-3	-5	i	3
COc1ccc(S(=O)(=O)/N=C2\C=C(Nc3ccc(O)cc3)C(=O)c3ccccc32)cc1	-19	14	13	-6	i	5	31	i	-4
O=C(COC(=O)c1ccc(Cl)nc1)NNC(=O)c1ccc(Br)cc1	-1	27	0	-8	i	3	-2	i	-1
CC1CC(C)CN(S(=O)(=O)CC23CCC(CC2=O)C3(C)C)C1 (stereo unspecified)	2	20	-1	3	i	-1	-1	i	1

Part of the list above in order of SMILES length, descending.
SMILES	MT1-MMP act inh	SKN-1 block	CSN deneddyl inh	PABP1 MLLE inh	Rpn11 block	NadD inh	FAS TE block	Neddyl block	Rin1-Abl PPI inh
COc1ccc(S(=O)(=O)/N=C2\C=C(Nc3ccc(O)cc3)C(=O)c3ccccc32)cc1	-19	14	13	-6	i	5	31	i	-4
COc1ccc(-n2c(O)c(C=NCc3ccccn3)c3ccccc3c2=O)c(OC)c1	3	-3	-1	6	i	-4	-1	i	1
Nc1nc(Cl)cc(Oc2ccc(Cl)cc2)n1	3	-2	0	-9	i	-8	-2	i	-1

Structures shown so far containing a COOH group:
SMILES	MT1-MMP act inh	SKN-1 block	CSN deneddyl inh	PABP1 MLLE inh	Rpn11 block	NadD inh	FAS TE block	Neddyl block	Rin1-Abl PPI inh
O=C(Nc1ccccc1Cl)c1cc(S(=O)(=O)N2CCCC(C(=O)O)C2)ccc1F (stereo unspecified)	-1	-28	-2	16	i	-3	-5	i	4
Cc1onc(-c2ccccc2Cl)c1C(=O)N1CCCCC1C(=O)O (stereo unspecified)	0	-3	-9	-1	i	-3	-6	i	1
O=C(O)COn1c(-c2ccccc2)nc2ccc(Cl)cc21	-3	10	1	-6	i	-4	-18	i	-3
Cc1cc(C)n(-c2ccc(C(=O)O)cc2[N+](=O)[O-])n1	-5	-4	-7	6	i	3	0	i	2

Next entries.
SMILES	MT1-MMP act inh	SKN-1 block	CSN deneddyl inh	PABP1 MLLE inh	Rpn11 block	NadD inh	FAS TE block	Neddyl block	Rin1-Abl PPI inh
CN(C(=O)c1ccc(NC(=O)Cc2ccc(NC(=O)C3CCCN(C(=O)C4CCCC4)C3)cc2)cc1)C1CC1 (stereo unspecified)	2	5	4	10	i	5	-7	i	13*
C/C(=N\NC(=O)CNc1cccc(C(F)(F)F)c1)c1ccc(Br)cc1	2	-8	-3	6	i	-7	3	i	0
Cc1cccc(NC(=S)NC2CCCC2)c1C	6	3	0	-12	i	2	-2	i	-2
C=CCn1c(SCC(=O)N2CCCCCC2)nc2ccccc2c1=O	1	13	2	7	i	-3	1	i	5
CN(Cc1ccccc1)C(=O)Cn1c(=O)c2cccn2c2cccnc21	2	14	-2	-19	i	2	4	i	-5
C[C@@H]1C=C(C(=O)O)O[C@H](OCc2ccc(CO)cc2)C1	0	-1	2	-2	i	-2	-6	i	0
C=CCOC(=O)C1=C(C)NC(=S)NC1c1cccs1 (stereo unspecified)	4	-7	-4	-124	i	5	-8	i	-1
CCn1c(CNC(=O)Cc2ccc(OC)cc2)nnc1SCC(=O)NC1CCCCC1	4	-2	4	6	i	5	-8	i	4
O=C(CCCc1ccccc1)NCCN1CCOCC1	-5	-9	-1	0	i	-2	-9	i	0
CC(=O)N1c2ccc(S(=O)(=O)N3CCCC3)cc2CC1C(=O)NCc1cccc(F)c1 (stereo unspecified)	1	-1	-3	2	i	3	0	i	5
CCN(CC(=O)Nc1ccc(Br)c(C)c1)CC(=O)NC(C)C	2	3	-7	7	i	-6	7	i	-3
O=C1C(=Cc2cccc(O)c2O)SC(=S)N1CCCN1CCOCC1	2	16	11	16	i	4	4	i	0
O=C(c1ccc(F)cc1F)N1CCN(c2ncccn2)CC1	1	21	0	5	i	0	0	i	-4
